# PGE2 EP2 inh = blocks the human prostaglandin E2 receptor EP2. P43116. C6 glioma cells expressing human EP2, cAMP TR-FRET; cells stimulated with saturating PGE2. inhibition, % at 25 µM. hit rate 0.52% among 260,000. AID 1422;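 active = percent inhibition above 40 after rounding to a whole number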;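 note: rat C6 glioma host cells with rolipram phosphodiesterase inhibitor present; the protocol text gives 20 µM as final concentration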
# Target sequence (P43116 whole entry, looked up): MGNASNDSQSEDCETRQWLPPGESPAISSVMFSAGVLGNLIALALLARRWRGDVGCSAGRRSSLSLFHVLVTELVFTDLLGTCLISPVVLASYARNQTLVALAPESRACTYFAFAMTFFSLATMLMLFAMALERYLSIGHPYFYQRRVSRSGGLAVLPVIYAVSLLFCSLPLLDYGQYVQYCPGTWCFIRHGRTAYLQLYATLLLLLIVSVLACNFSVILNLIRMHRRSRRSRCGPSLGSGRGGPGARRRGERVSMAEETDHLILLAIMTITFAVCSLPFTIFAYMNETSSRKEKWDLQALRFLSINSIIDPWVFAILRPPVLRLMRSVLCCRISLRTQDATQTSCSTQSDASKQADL
# EP2 modulator = EP2 receptor (human) modulation. induction, % at 25 µM. hit rate 0.83% among 260,000. P43116. AID 940. EP2-expressing cells, cAMP HTRF FRET, PGE2 co-stimulation;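 active = compounds whose cAMP rise, as percent of the full-agonist control response, exceeds 60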;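 note: rat C6 glioma line stably carrying human EP2 under a CMV promoter; the protocol text gives 20 µM as final concentration; 100% = response of wells given 1 µM PGE2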
# Numbers without * were called inactive. Only part of the results is shown; rates above refer to the full screens.
# Start of the listing, in advance, 24 compounds:
SMILES,PGE2 EP2 inh,EP2 modulator
CC(C)NC(=O)Cn1cc(C(=O)c2ccco2)c2ccccc21,7,-24
CCN(Cc1ccco1)C(=O)Cn1nc2c3c(C)c(C)sc3nc(C)n2c1=O,4,-28
COc1ccc(OC)c(NC(=O)C2=C(C)NC(=O)NC2c2cc(OC)ccc2OC)c1 (centres undefined),7,5
O=C(CSc1ncnc2sc3c(c12)CCCC3)NNC(=O)c1ccccc1,8,-48
CN(C)c1ccc(NC(=O)CSc2nc3cccnc3n2C)cc1,13,-39
CCC(C(=O)NC1CCCC1)N(C(=O)c1snc(C(N)=O)c1N)c1ccc(C2CCCCC2)cc1 (centres undefined),22,30
Nc1ccc(C(=O)NCC(=O)O)cc1,13,6
CSc1ncnc2c1ncn2[C@H]1O[C@@H](CO)[C@H](O)O[C@@H]1O,8,-2
CC(=O)Oc1c2c(c3c(c1CC=C(C)C)O[C@]14C(=C[C@@H]5CC1C(C)(C)OC4(C/C=C(\C)C(=O)O)C5=O)C3=O)OC(C)(CCC=C(C)C)C=C2 (some centres undefined),12,51
Cc1ccc(Cn2c(SCC(=O)NC3CCCCC3)nc3c2c(=O)n(C)c(=O)n3C)cc1,16,-6
COc1cccc(C2CC(C(F)(F)F)n3ncc(C(=O)Nc4cccc(O)c4)c3N2)c1 (centres undefined),12,-78
Cc1cc(-c2cc(N)c(=O)n(CC(=O)NC3CC3)n2)c(C)o1,6,-42
CC1CCN(c2ccc(C(=O)N3CCn4c(nnc4C4CC4)C3)cc2)CC1,11,-31
CC(=O)Nc1ccc(Cl)cn1,8,-7
Fc1ccccc1CN(CCCn1ccnc1)Cc1ccc2ncccc2c1,8,-7
CC1CCC2(C)c3[nH]c4ccccc4c3CCN2C1 (centres undefined),14,-22
CC(C)OC(=O)c1ccc(NC(=O)c2cccs2)cc1,5,-29
CCc1nn(CC(=O)N2CCOCC2)c(=O)c2cc3oc(C)cc3n12,6,-39
COc1cccc(C2(NC(=O)C3C4C=CC5(CN(C(C)C)C(=O)C35)O4)CCCC2)c1 (centres undefined),4,3
CCCOc1cccc(C2C(C(=O)c3ccco3)=C(O)C(=O)N2Cc2ccncc2)c1 (centres undefined),12,-2
CCN(CC)c1ccc2cc(I)c(=O)oc2c1,13,-28
Cc1ccc2cc(C(c3nnnn3C(C)(C)C)N(Cc3ccccc3)Cc3cccs3)c(=O)[nH]c2c1 (centres undefined),13,15
CC(C)(C)N1CC23C=CC(O2)C(C(=O)O)C3C1=O (centres undefined),5,-19
Cn1c(=O)[nH]c(=O)c2c1nc(SCC(O)CCl)n2CCCc1ccccc1 (centres undefined),9,-19

# The listing, repeating the preview:
SMILES,PGE2 EP2 inh,EP2 modulator
CC(C)NC(=O)Cn1cc(C(=O)c2ccco2)c2ccccc21,7,-24
CCN(Cc1ccco1)C(=O)Cn1nc2c3c(C)c(C)sc3nc(C)n2c1=O,4,-28
COc1ccc(OC)c(NC(=O)C2=C(C)NC(=O)NC2c2cc(OC)ccc2OC)c1 (centres undefined),7,5
O=C(CSc1ncnc2sc3c(c12)CCCC3)NNC(=O)c1ccccc1,8,-48
CN(C)c1ccc(NC(=O)CSc2nc3cccnc3n2C)cc1,13,-39
CCC(C(=O)NC1CCCC1)N(C(=O)c1snc(C(N)=O)c1N)c1ccc(C2CCCCC2)cc1 (centres undefined),22,30
Nc1ccc(C(=O)NCC(=O)O)cc1,13,6
CSc1ncnc2c1ncn2[C@H]1O[C@@H](CO)[C@H](O)O[C@@H]1O,8,-2
CC(=O)Oc1c2c(c3c(c1CC=C(C)C)O[C@]14C(=C[C@@H]5CC1C(C)(C)OC4(C/C=C(\C)C(=O)O)C5=O)C3=O)OC(C)(CCC=C(C)C)C=C2 (some centres undefined),12,51
Cc1ccc(Cn2c(SCC(=O)NC3CCCCC3)nc3c2c(=O)n(C)c(=O)n3C)cc1,16,-6
COc1cccc(C2CC(C(F)(F)F)n3ncc(C(=O)Nc4cccc(O)c4)c3N2)c1 (centres undefined),12,-78
Cc1cc(-c2cc(N)c(=O)n(CC(=O)NC3CC3)n2)c(C)o1,6,-42
CC1CCN(c2ccc(C(=O)N3CCn4c(nnc4C4CC4)C3)cc2)CC1,11,-31
CC(=O)Nc1ccc(Cl)cn1,8,-7
Fc1ccccc1CN(CCCn1ccnc1)Cc1ccc2ncccc2c1,8,-7
CC1CCC2(C)c3[nH]c4ccccc4c3CCN2C1 (centres undefined),14,-22
CC(C)OC(=O)c1ccc(NC(=O)c2cccs2)cc1,5,-29
CCc1nn(CC(=O)N2CCOCC2)c(=O)c2cc3oc(C)cc3n12,6,-39
COc1cccc(C2(NC(=O)C3C4C=CC5(CN(C(C)C)C(=O)C35)O4)CCCC2)c1 (centres undefined),4,3
CCCOc1cccc(C2C(C(=O)c3ccco3)=C(O)C(=O)N2Cc2ccncc2)c1 (centres undefined),12,-2
CCN(CC)c1ccc2cc(I)c(=O)oc2c1,13,-28
Cc1ccc2cc(C(c3nnnn3C(C)(C)C)N(Cc3ccccc3)Cc3cccs3)c(=O)[nH]c2c1 (centres undefined),13,15
CC(C)(C)N1CC23C=CC(O2)C(C(=O)O)C3C1=O (centres undefined),5,-19
Cn1c(=O)[nH]c(=O)c2c1nc(SCC(O)CCl)n2CCCc1ccccc1 (centres undefined),9,-19
COc1ccc(-c2csc(NCCCN3CCOCC3)n2)cc1,8,-5
CCOCCCNCc1cc2c(C)nn(-c3ccc(F)cc3)c2[nH]c1=O,8,-18
CCOC(=O)C(CC)Sc1nnc(COc2ccc(Br)cc2)n1CC (centres undefined),9,1
Cc1ccc(C(C(=O)NC2CCCC2)N(C(=O)Cc2cccs2)c2ccccc2F)o1 (centres undefined),7,17
O=C(O)CCC(=O)Nc1ccc2ccccc2c1,4,-20
C#CCOc1cccc(CN2CCC(O)(c3ccc4c(c3)OCO4)CC2)c1,9,-35
COc1ccccc1C1C(C(=O)c2ccco2)=C(O)C(=O)N1CC1CCCO1 (centres undefined),4,-1
CCCCCCCCCCCCCCCCOCC(COCC(F)(F)F)OP(=O)(O)OCO (centres undefined),8,6
COc1ccc(-n2ncc3c(SCC(=O)NNC(C)=O)ncnc32)cc1,15,-55
CCC(C)(C)NC(=O)C(c1ccco1)N(Cc1ccccc1Cl)C(=O)c1csnn1 (centres undefined),13,11
Cc1ccc(C(=O)O[C@H](C(=O)O)[C@H](OC(=O)c2ccc(C)cc2)C(=O)O)cc1 (tested in a mixture with another compound),17,24
COCc1nnc(NC(=O)c2ccc(Cl)cc2)s1,12,-17
O=C(CSc1nc2ccccc2c(=O)n1CC1CCCO1)OC1CCCCC1 (centres undefined),2,38
O=C(CSc1nc2ccccc2c(=O)[nH]1)N1CCN(c2ccccc2F)CC1,14,-37
Cc1ccc(Nc2nc(-c3sc(N)nc3C)cs2)nc1,14,-113
CN1C(=O)c2cccc3c(S(=O)(=O)NCCC(=O)O)ccc1c23,17,-32
CCn1c(CN2CCCC(O)C2)nc2ccccc2c1=O (centres undefined),3,-7
Cn1c(=O)c2[nH]c(CCCCc3nc4c([nH]3)c(=O)n(C)c(=S)n4C)nc2n(C)c1=S,35,-10
O=C(O)c1cc(=O)c2cccc(O)c2[nH]1,12,29
CC(=O)O[C@H]1CC[C@@]2(C)C(C[C@H](OC(C)=O)[C@@]3(C)C4=CC(=O)OC(c5ccoc5)[C@]4(C)CCC23)C1(C)C (some centres undefined),15,17
CCN1CCN(c2ccccc2NC(=O)CCC(=O)O)CC1,16,-26
CCOc1ccccc1N(C(=O)c1ccco1)C(C(=O)NC1CCCC1)c1ccccc1 (centres undefined),12,42
CC(C)Oc1ccc(N2CC(C(=O)Nc3ccccc3)CC2=O)cc1 (centres undefined),1,-21
CC(=O)c1[nH]c(C)c(C(=O)NCCn2nc3c(C)cc4ccc(C)cc4n3c2=O)c1C,6,-91
Cc1cc(I)ccc1NC(=O)CSc1nnc(-c2ccc(Cl)cc2)o1,19,-10
CCCn1c(SCC(=O)Nc2cc(C)ccc2OC)nnc1-c1ccccn1,6,-2
COc1ccc(CN2CCN(C(=O)c3ccccc3OC)CC2)c(OC)c1,12,-29
Cc1cccc(C)c1NC(=O)C(C)Sc1nnc(-c2cccnc2)n1C (centres undefined),7,-1
COc1ccc(C(=O)N(CCc2cccc(C)c2)Cc2cc3cccc(C)c3[nH]c2=O)cc1OC,14,39
NC(N)=N/N=C(/c1ccc(Cl)cc1)C1CC1,21,-44
N[C@H](C(=O)O)[C@H](O)C(=O)O,15,-1
Cc1noc(C)c1C(=O)N[C@@H](C)Cn1nnc2ccccc21,4,-12
Cc1c(C(=O)N2CCCCC2)sc(NC(=O)Cc2ccc(Cl)cc2)c1C#N,14,-2
O=C(O)CCn1cnc2sc3c(c2c1=O)CCCC3,23,-2
COCCNc1c(-c2ccc(N3CCCCC3)cc2)nc2cnccn12,8,-45
CCOc1ccc2[nH]c(=O)c(CN(CCCO)C(CC)c3nnnn3C(C)(C)C)cc2c1 (centres undefined),14,-4

# (further entries)
SMILES,PGE2 EP2 inh,EP2 modulator
CCOc1ccccc1NC(=O)c1sc(NC(=O)c2cccc(Cl)c2)c(C(=O)OC)c1C,20,1
O=c1[nH]c(/C=C/c2ccc(-c3ccccc3)o2)nc(O)c1[N+](=O)[O-],16,22
Cc1ccc2nc3c(cc(C(=O)NCC4CCCO4)c(=N)n3Cc3ccccc3)c(=O)n2c1 (centres undefined),11,-19
CCn1ncc(CN(C)C(=O)c2cnn3c(C(F)F)cc(-c4ccccc4)nc23)c1C,8,12
COc1cc(CN(CCCn2ccnc2)Cc2ccc(C)o2)cc2c1OCO2,2,16
CC(=O)Nc1cc[n+](C(C)C(=O)c2ccccc2)cc1 (centres undefined),10,13
O=S(=O)(NCC1CC2CCC1C2)c1ccc2c(c1)OCCO2 (centres undefined),10,-101
Nc1sc2c(c1C(=O)O)CCCC2,11,-18
O=C(CSc1nnc(COc2cccc3ccccc23)o1)OC1CCCCC1,12,43
CC(C)(C)c1nc2ccccc2c2nn(CC(=O)NCC3CC3)c(=O)n12,9,-22
COc1ccc(-c2cc(C(F)(F)F)nc(SCC(=O)NC3CCCC3)n2)cc1,21,-97
COc1ccc(NC(=O)c2cc3nc(C(C)C)cc(C(F)(F)F)n3n2)c2ncccc12,8,22
CCn1c(=O)c2c(nc(Br)n2Cc2ccccc2)n(C)c1=O,10,11
C=CCNC(=O)c1c(NC(=O)c2ccccc2C)sc2c1CCCC2,9,21
O=C(O)c1ccc(S(=O)(=O)N2CCc3ccccc3C2)cc1,7,-16
CC(=O)c1ccc(NC(=O)c2sc3cccc(Cl)c3c2Cl)cc1,28,-13
CC(=O)C1=C(O)C(=O)N(CCN(C)C)C1c1ccc(Cl)cc1Cl (centres undefined),12,19
CC(=O)n1c(=O)oc2cc(Cl)ccc21,17,13
CC1=C(C#N)c2nc(N)c(C#N)c(C)c2/C1=C\C=C\c1ccccc1,13,-16
CN(C)S(=O)(=O)c1ccc(NC(=O)c2ccco2)cc1,7,-42

# Continued, overlapping the part above by 4 compounds.
SMILES,PGE2 EP2 inh,EP2 modulator
CC(=O)C1=C(O)C(=O)N(CCN(C)C)C1c1ccc(Cl)cc1Cl (centres undefined),12,19
CC(=O)n1c(=O)oc2cc(Cl)ccc21,17,13
CC1=C(C#N)c2nc(N)c(C#N)c(C)c2/C1=C\C=C\c1ccccc1,13,-16
CN(C)S(=O)(=O)c1ccc(NC(=O)c2ccco2)cc1,7,-42
O=C(Cc1ccc(F)cc1)NCCn1nc(-c2ccco2)ccc1=O,7,4
O=C(NC1CCCC1)C(c1ccccn1)N(Cc1ccccc1F)C(=O)c1csnn1 (centres undefined),13,-4
CCC(C)(C)n1nnnc1C(c1ccncc1)N1CCN(c2cccc(C(F)(F)F)c2)CC1 (centres undefined),14,-10
CCOc1ccc2[nH]c(=O)c(CN(Cc3ccco3)S(=O)(=O)c3cc(Cl)ccc3C)cc2c1,1,15
CC(C)c1ccc2nc(SCC(=O)Nc3ccccc3C(F)(F)F)c(C#N)cc2c1,12,-6
COc1cc(CNC(=O)C2CCCN(c3nc4ccccc4n3C)C2)cc(OC)c1 (centres undefined),8,-24
CC(=O)N1c2ccc(NC(=O)Cn3cnc4sc(C)cc4c3=O)cc2CC1C (centres undefined),2,3
Cc1cc(C)nc(NS(=O)(=O)c2ccc(NC(=S)NC(=O)/C=C/c3cccs3)cc2)n1,63*,-117
Cc1ccc2[nH]c(=O)c(CN(Cc3nnnn3Cc3ccccc3)C3CCCCC3)cc2c1,10,7
CCOc1cccc(NC(=O)CSc2nnc(C)s2)c1,12,-17
O=c1[nH]c2cc3c(cc2cc1CN(CCO)C(=S)NC1CCCCC1)OCO3,11,13
COc1c(-c2coc3cc4c(cc3c2=O)CC(OC(C)=O)C(C)(C)O4)ccc2c1C=CC(C)(C)O2 (centres undefined),12,14
Cc1cc(C)n(CCC(=O)NC(C)c2nc3cccnc3n2C(C)C)n1 (centres undefined),8,-18
O=C(NC1CCCC1)C(c1ccccc1F)N(Cc1ccco1)C(=O)Cc1c[nH]c2ccccc12 (centres undefined),12,29
C=CCOc1ccc(/C=C2\C(=O)N(CC)C(C)=C2C(=O)OC)cc1OC,20,28
CCNc1nc(N)c(C(=O)c2ccc(C)cc2)s1,9,-10
CCOC(=O)C1CCN(C(=O)Nc2c[nH]c3ccc(OC)nc3c2=O)CC1,7,-39
Cc1cc2cc(C#N)c(SCC(=O)N3CCOCC3)nc2cc1C,31,49
O=C(CSc1nnc2scc(-c3ccccc3)n12)Nc1nccs1,6,-37
CCc1c(-c2ccccc2)nc(N)c(C#N)c1-c1ccc2c(c1)OCO2,17,6
COc1cccc(NC(=O)CSc2nc(C3CC3)nc3sc(C)c(C)c23)c1,10,36
CC(=O)Nc1cccc(-c2nc3c(ccc4ccccc43)o2)c1,25,-110
O=C(Cn1cnc2ccccc2c1=O)N1C2CCC1CC(c1ccc(F)cc1)C2 (centres undefined),1,-57

# Bioassay records from PubChem.
